RNase H inhibition – RNase H inhibition, HIV 1 Gag Pol polyprotein, FRET biochemical assay, screening (AID 372); 0.77% of 100,000 active; HIV-1 RT RNase H, FRET RNA/DNA substrate fluorescence; higher % means a stronger effect; one-dose inhibition, % at 10 µM; IC50 in µM for titrated hits; in the data active = inhibition above about 50%
Active calls of the source: *. The list is partial; count on the stated rates, not on these rows.

SMILES | RNase H inhibition
COC(=O)NC(c1ccc(F)cc1)C(Cl)(Cl)Cl (configuration not stated) | 3%
Oc1c(Br)cc(Br)cc1/C=N/c1ccccn1 | 0%
COc1ccc2c(c1)C1C=CCC1C(c1ccc([N+](=O)[O-])cc1)N2 (configuration not stated) | 41%
O=C(N=Nc1c(O)[nH]c2ccccc12)c1cccc(Cl)c1 | 5%
CCCc1cc(=O)oc2cc(OCC(=O)N(C)C)ccc12 | 0%
CC(C)Cn1c(=O)c(C2=NS(=O)(=O)c3ccccc3N2)c(O)c2ccccc21 | 0%
O=c1ccc2ccc(OCc3ccccc3Cl)cc2o1 | 32%
COC(=O)CCC(=O)Nc1ccc(C(=O)c2ccccc2)cc1 | 2%
O=C(Nc1nc(-c2ccccc2)cs1)c1cc2ccccc2o1 | 16%
CC(C)=NNC(=O)C(=O)Nc1ccc(Cl)c(Cl)c1 | 12%
Fc1ccc(OCCCn2ccnc2)cc1 | 17%
O=C(NCc1ccccc1)c1ccc(-c2ccc([N+](=O)[O-])cc2)o1 | 9%
Cc1ccc(S(=O)(=O)Oc2ccc(/C=C3/SC(=S)N(C)C3=O)cc2)cc1 | 18%
COc1ccc(Cl)cc1NC(=O)c1ccc([N+](=O)[O-])cc1 | 2%
CCOc1ccc(C(=O)Nc2nc3ccc(S(C)(=O)=O)cc3s2)cc1 | 1%
COc1ccc(C(=O)N2CCOCC2)cc1I | 0%
Cc1ccc(S(=O)(=O)CCC(=O)c2ccc(O)cc2O)cc1 | 1%
CCOc1cc(/C=C2\C(=O)NC(=O)N(c3ccc(Br)c(C)c3)C2=O)cc(Cl)c1O | 43%
COc1ccc(NC(=O)Nc2nnc(-c3ccc(F)cc3)s2)cc1 | 14%
COc1ccc(OC)c(Nc2nc(-c3c(C)nc4sccn34)cs2)c1 | 8%
O=C(Nc1ccc(N2CCCCC2)cc1)c1cccnc1 | 15%
Clc1ccccc1COc1ccccc1/C=N/Nc1nc(N2CCOCC2)nc(N2CCOCC2)n1 | 17%
O=Cc1ccccc1OCc1ccc([N+](=O)[O-])cc1 | 10%
CC(C)CN(CC(C)C)C(=O)/C=C/c1ccc(Cl)cc1 | 13%
Fc1ccc(N2N=C(c3ccc(Br)cc3)CC2c2cccs2)c(F)c1 (configuration not stated) | 22%
CC(C)N1C(=O)/C(=C/c2ccc3c(c2)OCO3)SC1=S | 13%
O=C1NC(=S)S/C1=C\c1ccc(Br)c([N+](=O)[O-])c1 | 9%
O=S(=O)(N/N=C/c1ccccc1O)c1ccc(Oc2ccc(S(=O)(=O)N/N=C/c3ccccc3O)cc2)cc1 | 7%
O=C1C(Cl)=C(N2CCOCC2)C(=O)N1c1cccc(Cl)c1 | 15%
O=C(Cc1cccc2ccccc12)N/N=C/c1ccc([N+](=O)[O-])o1 | 29%
Cc1cccc(OCC(=O)Nc2ccc3ccccc3c2)c1 | 5%
O=C(Nc1ccc(NC(=O)c2cccs2)cc1)c1ccc(-c2ccc(Cl)cc2)o1 | 18%
CCOC(=O)C1=C(C)NC(=O)CC1c1ccccc1[N+](=O)[O-] (configuration not stated) | 7%
CC(C)NC(=O)CC(=O)N/N=C/c1ccc(Br)cc1 | 7%
O=C(Cc1ccc(F)cc1)Nc1cccc(F)c1 | 12%
CC1=NN(c2ccc(S(N)(=O)=O)cc2)C(=O)/C1=C\c1ccc(-c2cccc([N+](=O)[O-])c2)o1 | 57%*
CC(C)(C)c1cc(C(=O)N/N=C/c2ccc(O)cc2)n[nH]1 | 10%
CCOC(=O)C1=C(c2ccccc2)N=c2s/c(=C\c3cc(OC)c(OC)c(OC)c3)c(=O)n2C1c1cccs1 (configuration not stated) | 13%
COc1cccc(/C=N/NC(=O)c2ccccc2)c1OC | 9%
CC(C)c1ccc(OCCCCOc2cccc3cccnc23)cc1 | 22%
C=CCSc1nnc2c3ccccc3n(CC=C)c2n1 | 0%
CN1C(=O)/C(=C\c2ccccc2OCc2cccc3ccccc23)SC1=S | 24%
Cc1cc2nc(-c3ccc(C)c(NC(=O)c4ccccc4F)c3)oc2cc1C | 7%
COc1ccc(OCCN2CCOCC2)cc1 | 6%
Cc1ccccc1COc1ccc(Cl)cc1/C=c1\sc2nc3ccccc3n2c1=O | 11%
CCCn1c(C(O)c2ccc(OCc3ccccc3)c(OC)c2)nc2ccccc21 (configuration not stated) | 16%
COc1cc(/C=N/NC(=O)COc2ccc(Cl)cc2Br)cc(Br)c1O | 24%
COc1cc(C(=O)NC(NC(=S)Nc2ccccc2Br)C(Cl)(Cl)Cl)cc(OC)c1OC (configuration not stated) | 17%
COc1ccc(S(=O)(=O)N(CCc2ccccc2)CC(=O)N2CCCC2)cc1 | 6%
CCCCOC(=O)C(C(=O)OCCCC)n1c(=O)sc2cc(Br)ccc21 | 1%
COc1ccc(C=NN2CCN(c3ccccn3)CC2)cc1OCc1ccccc1 | 10%
O=C(COc1ccc(Cl)cc1Br)N/N=C\c1cc(Br)cc(Br)c1OC(=O)c1ccccc1 | 4%
COc1cc(OC)c(NC(=O)C(C)Oc2ccccc2)cc1Cl (configuration not stated) | 8%
O=C(C1CN(S(=O)(=O)c2ccccc2)CCN1S(=O)(=O)c1ccccc1)N1CCCCC1 (configuration not stated) | 24%
COc1cccc(/C=C2/SC(=S)N(CCC(=O)O)C2=O)c1OC | 10%
OCc1ccc(-c2ccc(OC(F)(F)F)cc2)o1 | 0%
O=C(O)c1ccc(/C=N/NC(=O)c2ccco2)cc1 | 7%
CC(=O)Nc1ccc(C(=O)CSc2nc3ccccc3c(=O)[nH]2)cc1 | 0%
O=C1CC(N2CCN(c3ccccc3Cl)CC2)C(=O)N1c1cccc(Cl)c1 (configuration not stated) | 21%
Cc1ccc(C(=O)Nc2sc3c(c2C#N)CCC(C)C3)cc1C (configuration not stated) | 12%

Following part
SMILES | RNase H inhibition
COc1cc(C)ccc1OCCCOc1cc(C)ccc1Cl | 28%
Clc1cccc(-n2ncnc2-c2ccc(Br)cc2)c1 | 11%
O=C(Nc1cc([N+](=O)[O-])ccc1F)c1ccc2c(c1)OCCO2 | 9%
CCCOc1ccc(N2C(=O)CC(N(Cc3ccc(OC)cc3)C(=O)c3cccc(F)c3)C2=O)cc1 (configuration not stated) | 0%
CC(=O)N/C(=C\c1ccccc1)C(=O)NC(CC(C)C)C(=O)O (configuration not stated) | 7%
COc1ccccc1-n1cnc2cc(NC(=O)c3ccc(C)cc3)ccc21 | 9%
Cc1cccc(-c2nc3cc(NC(=O)COc4ccc(Cl)cc4)ccc3o2)c1 | 12%
O=C1C(=O)N(c2ccc(Br)cn2)C(c2ccccc2)/C1=C(/O)c1ccc([N+](=O)[O-])cc1 (configuration not stated) | 8%
C=CCN1C(=O)/C(=C\c2ccc(-c3ccc(Br)cc3)o2)C(=O)NC1=S | 32%
O=c1oc2ccc(Br)cc2cc1-c1nnc(Nc2cccc(C(F)(F)F)c2)s1 | 8%
Cc1ccc(N2C(=O)C3C4c5ccccc5C(c5ccccc54)C3(C)C2=O)cc1C (configuration not stated) | 11%
CCCCOC(=O)NC(Nc1ccc(F)cc1)(C(F)(F)F)C(F)(F)F | 4%
O=C(Nc1ccc(Cl)c(Cl)c1)c1cc(Br)ccc1Cl | 12%
COc1ccc(/C(C#N)=C/c2cc3c(cc2Br)OCO3)cc1OC | 21%
COc1cc(/C=C2\C(=O)NC(=O)N(c3ccc(C)c(C)c3)C2=O)cc(Cl)c1O | 22%
Cc1ccc(NC(=O)CN(c2cccc(Br)c2)S(C)(=O)=O)cc1Cl | 8%
CCOC(=O)Nc1ccc(S(=O)(=O)Nc2ccc(Br)cc2)cc1 | 4%
COc1cccc(-c2nc3sc(C)c(C)c3c(=O)[nH]2)c1O | 4%
COc1cc(NC(=O)c2ccc(C)c([N+](=O)[O-])c2)ccc1NC(=O)c1ccco1 | 6%
COc1ccc(-c2cc(-c3ccccc3)n[nH]2)c(O)c1 | 14%
O=C1S/C(=C/c2ccc([N+](=O)[O-])cc2)C(=O)N1c1ccccc1 | 24%
O=C(Cc1ccccc1)NCCc1ccccc1 | 9%
COCCCN1C(=O)/C(=C\c2ccc(-c3ccc(Cl)cc3Cl)o2)SC1=S | 0%
CC(C)Oc1ccc(Cc2n[nH]c(=S)n2C)cc1 | 0%
Cc1ccccc1C(=O)Nc1ccc(NC(=O)c2ccc(Cl)cc2Cl)cc1 | 22%
O=C(Nc1ccccc1)/C(=C\c1ccccc1)NC(=O)c1ccccc1Br | 11%
CCN(CC)c1ccc(N2C(=O)/C(=C\c3ccc(C)o3)SC2=S)cc1 | 3%
COc1ccc(C(=O)N2CCN(Cc3cccc(OC)c3OC)CC2)cc1OC | 0%
O=C1NC(=O)N(c2ccccc2)C(=O)/C1=C\c1ccc(-c2ccccc2Cl)o1 | 18%
Cc1ccc(C)c(NC(=O)CSc2nnc(C)s2)c1 | 6%
COc1ccc(/C(O)=C2/C(=O)C(=O)N(c3ccccn3)C2c2cccnc2)cc1 (configuration not stated) | 1%
O=C(/C=C/c1ccccc1)C1=C(O)C(=O)N(c2ccc(I)cc2)C1c1cccc([N+](=O)[O-])c1 (configuration not stated) | 5%
Cc1ccc(S(=O)(=O)Oc2ccc(=O)[nH]n2)cc1 | 10%
O=[N+]([O-])c1ccc(N2CCN(S(=O)(=O)c3ccccc3)CC2)c(Cl)c1 | 12%
C/C(=N\NC(=O)c1ccco1)c1ccc(Cl)c(Cl)c1 | 9%
O=C(Nc1nc2ccccc2[nH]1)C1CCCO1 (configuration not stated) | 0%
CC(C)N(Cc1ccccc1)C(=O)CCCOc1ccc(Cl)cc1Cl | 18%
Clc1ccccc1-c1nc(-c2cccnc2)no1 | 20%
C=CCOc1ccc(/C=C2\C(=O)NC(=O)N(c3ccc(F)cc3)C2=O)cc1Br | 14%
Cc1ccc(S(=O)(=O)Nc2c(C)cc(O)cc2C)cc1 | 18%
CC(=O)Nc1cccc(Oc2ccc3c(c2)C(=O)N(c2ccc(C)cc2C)C3=O)c1 | 12%
O=C(Nc1cccc(NC(=O)c2cccc3ccccc23)c1)c1ccccc1 | 16%
Cc1ccccc1N1C(=O)NC(=O)/C(=C\c2cc3c(cc2Cl)OCO3)C1=O | 15%
COc1ccc(S(=O)(=O)N2CCN=C2C)cc1OC | 14%
CCN1C(=O)/C(=C\c2ccc(OC)cc2OC)SC1=S | 10%
N#Cc1c2c(c(NCCO)n3c1nc1ccccc13)CCC2 | 4%
CCc1c(C)sc(NC(=O)COc2ccccc2)c1C(N)=O | 2%
Cc1cc(/C=C(\C#N)C(=O)Nc2ccc(Cl)cc2)c(C)n1-c1ccc(Cl)cc1 | 8%
CCCc1c(O)nc(SCCN(C)C)[nH]c1=O | 0%
CCC1=NN2C(=N)/C(=C/c3ccc(OCc4ccccc4F)c(OC)c3)C(=O)N=C2S1 | 7%
CSc1ccc(/C=N/S(=O)(=O)CCc2ccccc2)cc1 | 0%
O=C(NC(=S)Nc1cc(Cl)ccc1Cl)c1cccc(Br)c1 | 27%
CNc1nc(Nc2ccccc2)nc(OCC(F)(F)F)n1 | 9%
Cc1ccc2c(c1)N(C(=O)CN1C(=O)c3ccccc3C1=O)C(C)(C)c1ssc(=S)c1-2 | 10%
CC(C)COc1ccc(Cc2n[nH]c(=S)n2C)cc1 | 0%
Cc1ccc(N2C(=O)CC(NCc3cccc(C(F)(F)F)c3)C2=O)cc1 (configuration not stated) | 13%
Cc1ccc(NC(=O)c2c(NC(=O)C(F)(F)F)sc3c2CCCCC3)c(C)c1 | 23%
CC(C)(C)CC(C)(C)NC(=O)CSc1nc2ccccc2s1 | 10%
CCOc1cc(/C=N/NC(=O)c2ccccn2)ccc1OC(=O)c1ccc(F)cc1 | 10%
CCOC(=O)/C(C#N)=C(\C)CCc1ccccc1 | 4%

Continuation.
SMILES | RNase H inhibition
Cc1cc(C)c(OCCOCCOc2cccc3cccnc23)c(C)c1 | 31%
O=C1NC(=O)N(Cc2ccccc2)C(=O)/C1=C/c1cccs1 | 0%
N/C(=N\OS(=O)(=O)c1ccc([N+](=O)[O-])cc1)c1ccncc1 | 0%
Cc1ccc(NC(=O)OCC2c3ccccc3-c3ccccc32)cc1 | 10%
CCOc1ccc(C(=O)Nc2cc(-c3nc4ccccc4[nH]3)ccc2C)cc1[N+](=O)[O-] | 23%

Grouped by structure: the entries above with a nitro group on carbon (16)
SMILES | RNase H inhibition
COc1ccc2c(c1)C1C=CCC1C(c1ccc([N+](=O)[O-])cc1)N2 (configuration not stated) | 41%
O=C(NCc1ccccc1)c1ccc(-c2ccc([N+](=O)[O-])cc2)o1 | 9%
COc1ccc(Cl)cc1NC(=O)c1ccc([N+](=O)[O-])cc1 | 2%
O=Cc1ccccc1OCc1ccc([N+](=O)[O-])cc1 | 10%
O=C1NC(=S)S/C1=C\c1ccc(Br)c([N+](=O)[O-])c1 | 9%
O=C(Cc1cccc2ccccc12)N/N=C/c1ccc([N+](=O)[O-])o1 | 29%
CCOC(=O)C1=C(C)NC(=O)CC1c1ccccc1[N+](=O)[O-] (configuration not stated) | 7%
CC1=NN(c2ccc(S(N)(=O)=O)cc2)C(=O)/C1=C\c1ccc(-c2cccc([N+](=O)[O-])c2)o1 | 57%*
O=C(Nc1cc([N+](=O)[O-])ccc1F)c1ccc2c(c1)OCCO2 | 9%
O=C1C(=O)N(c2ccc(Br)cn2)C(c2ccccc2)/C1=C(/O)c1ccc([N+](=O)[O-])cc1 (configuration not stated) | 8%
COc1cc(NC(=O)c2ccc(C)c([N+](=O)[O-])c2)ccc1NC(=O)c1ccco1 | 6%
O=C1S/C(=C/c2ccc([N+](=O)[O-])cc2)C(=O)N1c1ccccc1 | 24%
O=C(/C=C/c1ccccc1)C1=C(O)C(=O)N(c2ccc(I)cc2)C1c1cccc([N+](=O)[O-])c1 (configuration not stated) | 5%
O=[N+]([O-])c1ccc(N2CCN(S(=O)(=O)c3ccccc3)CC2)c(Cl)c1 | 12%
N/C(=N\OS(=O)(=O)c1ccc([N+](=O)[O-])cc1)c1ccncc1 | 0%
CCOc1ccc(C(=O)Nc2cc(-c3nc4ccccc4[nH]3)ccc2C)cc1[N+](=O)[O-] | 23%

Screens deposited in PubChem by MTDP.
